Screens from PubChem.
MEP2 TOR yeast: yeast TOR pathway MEP2-GFP modulation. S. cerevisiae MEP2-GFP strain, flow cytometry GFP, 3 h; 100% = DMSO control level. GFP response vs DMSO, % at 10 µM. 330,000 compounds, 0.51% hits;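 active = GFP response versus DMSO above a set limit, roughly screen mean plus 3 SD, cut at about 180% in these data; inconclusive = fewer than 70 cells counted for a yeast strain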;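 note: median GFP fluorescence of the barcode-gated MEP2-GFP cells per well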
proCasp3 act: activators of human procaspase-3; recombinant procaspase-3 D3A, Ac-DEVD-pNA absorbance 405 nm; 330,000 compounds, 0.11% hits; P42574; activation, % at 8.5 µM;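 active = activation above the mean of all tested compounds plus 3 SD, cut at about 21% in these data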;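 note: 0% = DMSO alone and 100% = DMSO wells spiked with extra 5 µM PC-3 D3A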
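Technique: 405 nm absorbance of p-nitroaniline, reads at 0 and 120 min; Test system: Procaspase-3 D3A mutant; Incubation: 1 h enzyme-compound preincubation, then 2 h substrate reaction, 25 °C; Repeats: singlicate, each compound tested once; Benchmarks: low control DMSO wells, high control DMSO plus 5 µM PC-3 D3A.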
RPL19A-GFP yeast: yeast TOR pathway RPL19A-GFP modulation; AID 2025; percent response vs DMSO, % at 10 µM; 330,000 compounds, 0.3% hits; S. cerevisiae RPL19A-GFP strain, flow cytometry, 3 h; stronger effect = lower value;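 active = percent response vs DMSO below 50%; inconclusive = fewer than 70 events counted for the yeast strain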;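 note: median channel GFP fluorescence of the barcoded RPL19A-GFP strain; ratio of sample median GFP to plate DMSO average so 100% = DMSO; lower means less RPL19A-GFP as with rapamycin TOR inhibition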
ZTA DNA inh: ZTA (EBV) inhibition in EBNA-1 counter-screen | ZTA-DNA binding, fluorescence polarization | inhibition, % at 11 µM | 320,000 compounds, 0.15% hits | AID 2234; in the data active = inhibition above about 33%
proCasp7 act: counter-screen for procaspase-3 activators: activators of human procaspase-7. P55210. activation, % at 8.5 µM. recombinant procaspase-7, Ac-DEVD-pNA absorbance 405 nm; D23A/D198A/D206A triple mutant, cannot self-cleave; scale: DMSO 0, 5 µM enzyme 100. 330,000 compounds, 0.093% hits;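 active = percent activation above the screen-wide mean plus 3 SD, cut at about 25% in these data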
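System: Uncleavable procaspase-7 mutant enzyme; Amount: 2 µM procaspase-7 mutant as dispensed; Schedule: 1 h compound preincubation, 2 h substrate cleavage, 25 °C; Measured by: 405 nm absorbance of p-nitroaniline; Evaluation: percent activation from buffer-corrected 0–120 min absorbance change; Control set: low DMSO alone, high DMSO plus 5 µM PC-7.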
EBNA-1 inh: blocks EBNA-1 binding to DNA. EBNA-1 DNA binding, fluorescence polarization. inhibition, % at 14.8 µM. 300,000 compounds, 0.34% hits. AID 1950; in the data active = inhibition above about 28%
LAP4 TOR yeast: alters LAP4-GFP fluorescence in TOR pathway yeast screen; AID 2023; S. cerevisiae LAP4-GFP multiplex, flow cytometry GFP, 3 h; median GFP as percent of DMSO wells; 320,000 compounds, 0.34% hits; GFP response vs DMSO, % at 10 µM;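 active = GFP response vs DMSO above a set limit, about the screen mean plus 3 SD, cut at about 150% in these data; inconclusive = under 70 cell events counted for the yeast strain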
AHR activator: activators of human aryl hydrocarbon receptor; AID 2796; 320,000 compounds, 2.5% hits; activation, % at 5 µM; AHR-responsive luciferase reporter cells, luminescence; in the data active = activation above about 47%;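 note: 0% = vehicle wells and 100% = reference agonist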
Starred values were filed as active, the others as inactive.

`Cc1nnc(SCCn2c(N3CCCCC3)nc3c2c(=O)[nH]c(=O)n3C)s1` gave MEP2 TOR yeast 95, proCasp3 act 11, RPL19A-GFP yeast 103, ZTA DNA inh -8, proCasp7 act 9, EBNA-1 inh -3, LAP4 TOR yeast 78 and AHR activator 2.
CC(C)CCNC(=O)c1cc(S(=O)(=O)N2CCCCC2)ccc1N1CCOCC1 was read as MEP2 TOR yeast 93, proCasp3 act -8, RPL19A-GFP yeast 100, ZTA DNA inh 12, proCasp7 act 5, EBNA-1 inh 0, LAP4 TOR yeast 87 and AHR activator 2.
O=S(=O)(Nc1ccc(Cc2ccncc2)cc1)c1ccc(Br)cc1 was read as MEP2 TOR yeast 102, proCasp3 act 1, RPL19A-GFP yeast 97, ZTA DNA inh 2, proCasp7 act -1, EBNA-1 inh -4, LAP4 TOR yeast 96 and AHR activator 1.
For CCN(CC)CCNc1nc2c(c(=O)[nH]c(=O)n2C)n1CCCc1ccccc1 the results were MEP2 TOR yeast 106, proCasp3 act -2, RPL19A-GFP yeast 101, ZTA DNA inh 1, proCasp7 act 9, EBNA-1 inh -7, LAP4 TOR yeast 93 and AHR activator 2.
CCn1nc(C)c(/C=N/NC(=O)Cc2ccc(Cl)cc2)c1C was read as MEP2 TOR yeast 99, proCasp3 act 16, RPL19A-GFP yeast 103, ZTA DNA inh -15, proCasp7 act 5, EBNA-1 inh 0, LAP4 TOR yeast 100 and AHR activator 56*.
Screening Cc1ccc(CC(=O)Nc2cccc(C)n2)cc1 returned MEP2 TOR yeast 108, proCasp3 act 0, RPL19A-GFP yeast 102, ZTA DNA inh -3, proCasp7 act 3, EBNA-1 inh 7, LAP4 TOR yeast 104 and AHR activator 3.
`C/C(=N\Nc1nc2ccccc2[nH]1)c1ccc([N+](=O)[O-])cc1` gave MEP2 TOR yeast 95, proCasp3 act -56, RPL19A-GFP yeast 98, ZTA DNA inh -6, proCasp7 act -13, EBNA-1 inh -8, LAP4 TOR yeast 101 and AHR activator 9.
Screening CN(c1ccccc1)S(=O)(=O)c1cccc(NC(=O)C2CC(=O)N(Cc3ccccc3)C2)c1 (stereo not given) returned MEP2 TOR yeast inconclusive, proCasp3 act 4, RPL19A-GFP yeast inconclusive, ZTA DNA inh 13, proCasp7 act 7, EBNA-1 inh 0, LAP4 TOR yeast inconclusive and AHR activator 3.
Screening Cc1ccc(C(=O)NC2(O)C(=O)c3ccccc3C2=O)cc1C returned MEP2 TOR yeast 105, proCasp3 act -8, RPL19A-GFP yeast 102, ZTA DNA inh -16, proCasp7 act -10, EBNA-1 inh 1, LAP4 TOR yeast 107 and AHR activator 1.
Screening O=C(c1cccs1)n1nc(-c2ccc(Cl)cc2)nc1NCc1ccco1 returned MEP2 TOR yeast 108, proCasp3 act 10, RPL19A-GFP yeast 100, ZTA DNA inh -5, proCasp7 act 12, EBNA-1 inh 12, LAP4 TOR yeast 100 and AHR activator 9.

Among those listed so far, these contain a Cl atom:
CCn1nc(C)c(/C=N/NC(=O)Cc2ccc(Cl)cc2)c1C was read as MEP2 TOR yeast 99, proCasp3 act 16, RPL19A-GFP yeast 103, ZTA DNA inh -15, proCasp7 act 5, EBNA-1 inh 0, LAP4 TOR yeast 100 and AHR activator 56*.
Screening O=C(c1cccs1)n1nc(-c2ccc(Cl)cc2)nc1NCc1ccco1 returned MEP2 TOR yeast 108, proCasp3 act 10, RPL19A-GFP yeast 100, ZTA DNA inh -5, proCasp7 act 12, EBNA-1 inh 12, LAP4 TOR yeast 100 and AHR activator 9.

Returning to the listing; the 4 compounds before the break are reprinted first.
`C/C(=N\Nc1nc2ccccc2[nH]1)c1ccc([N+](=O)[O-])cc1` gave MEP2 TOR yeast 95, proCasp3 act -56, RPL19A-GFP yeast 98, ZTA DNA inh -6, proCasp7 act -13, EBNA-1 inh -8, LAP4 TOR yeast 101 and AHR activator 9.
Screening CN(c1ccccc1)S(=O)(=O)c1cccc(NC(=O)C2CC(=O)N(Cc3ccccc3)C2)c1 (stereo not given) returned MEP2 TOR yeast inconclusive, proCasp3 act 4, RPL19A-GFP yeast inconclusive, ZTA DNA inh 13, proCasp7 act 7, EBNA-1 inh 0, LAP4 TOR yeast inconclusive and AHR activator 3.
Screening Cc1ccc(C(=O)NC2(O)C(=O)c3ccccc3C2=O)cc1C returned MEP2 TOR yeast 105, proCasp3 act -8, RPL19A-GFP yeast 102, ZTA DNA inh -16, proCasp7 act -10, EBNA-1 inh 1, LAP4 TOR yeast 107 and AHR activator 1.
Screening O=C(c1cccs1)n1nc(-c2ccc(Cl)cc2)nc1NCc1ccco1 returned MEP2 TOR yeast 108, proCasp3 act 10, RPL19A-GFP yeast 100, ZTA DNA inh -5, proCasp7 act 12, EBNA-1 inh 12, LAP4 TOR yeast 100 and AHR activator 9.
`C[C@]12C=CC(=O)C=C1CCC1C3CC[C@](O)(C(=O)CO)[C@@]3(C)CC3OC312` (stereo not given in full) gave MEP2 TOR yeast 105, proCasp3 act 11, RPL19A-GFP yeast 106, ZTA DNA inh -5, proCasp7 act 3, EBNA-1 inh -2, LAP4 TOR yeast 110 and AHR activator -2.
For Cc1cc(F)ccc1S(=O)(=O)Nc1ccccc1C(=O)NCc1cccnc1 the results were MEP2 TOR yeast 95, proCasp3 act 4, RPL19A-GFP yeast 96, ZTA DNA inh -4, proCasp7 act 5, EBNA-1 inh -4, LAP4 TOR yeast 99 and AHR activator 3.
`C=CCCC(=O)N1CCC(n2nccc2NC(=O)CCCc2ccccc2)CC1` gave MEP2 TOR yeast 106, proCasp3 act 1, RPL19A-GFP yeast 105, ZTA DNA inh 9, proCasp7 act 1, EBNA-1 inh 6, LAP4 TOR yeast 106 and AHR activator -3.
O=C(NC(=S)Nc1cccc(C(F)(F)F)c1)c1ccc2nonc2c1 was read as MEP2 TOR yeast 103, proCasp3 act -15, RPL19A-GFP yeast 102, ZTA DNA inh -3, proCasp7 act -8, EBNA-1 inh -2, LAP4 TOR yeast 118 and AHR activator 17.
Screening Cc1ccc(NC(=O)N2CCC(NC(=O)c3cccc(C)c3)CC2)cc1 returned MEP2 TOR yeast 98, proCasp3 act 3, RPL19A-GFP yeast 99, ZTA DNA inh -6, proCasp7 act 5, EBNA-1 inh -9, LAP4 TOR yeast 90 and AHR activator 4.
CCC(C)c1ccc(NC(=O)CN(C)CC(=O)Nc2cccc(OC)c2)cc1 (stereo not given) was read as MEP2 TOR yeast 98, proCasp3 act 8, RPL19A-GFP yeast 100, ZTA DNA inh 1, proCasp7 act 5, EBNA-1 inh -13, LAP4 TOR yeast 97 and AHR activator 15.
`Cc1ccc(/C=N/Nc2nncn2N)cc1` gave MEP2 TOR yeast 110, proCasp3 act -8, RPL19A-GFP yeast 101, ZTA DNA inh 1, proCasp7 act -11, EBNA-1 inh 0, LAP4 TOR yeast 94 and AHR activator 9.
For Cc1ccc(CC(=O)Nc2cccc([N+](=O)[O-])c2)cc1 the results were MEP2 TOR yeast 105, proCasp3 act 0, RPL19A-GFP yeast 103, ZTA DNA inh 15, proCasp7 act 11, EBNA-1 inh 15, LAP4 TOR yeast 101 and AHR activator -2.
For CCOC(=O)N1CCN(C(=O)CSc2ncnc3ccccc23)CC1 the results were MEP2 TOR yeast 99, proCasp3 act 0, RPL19A-GFP yeast 102, ZTA DNA inh 7, proCasp7 act 6, EBNA-1 inh -3, LAP4 TOR yeast 108 and AHR activator 0.
`O=C(NCC1CCCCC1)c1cc(S(=O)(=O)N2CCOCC2)ccc1F` gave MEP2 TOR yeast 101, proCasp3 act 5, RPL19A-GFP yeast 104, ZTA DNA inh 4, proCasp7 act -4, LAP4 TOR yeast 99 and AHR activator -2.
For COc1ccc(C(=O)N/N=C/C(Br)=C/c2ccccc2)cc1 the results were MEP2 TOR yeast 106, proCasp3 act -2, RPL19A-GFP yeast 101, ZTA DNA inh -7, proCasp7 act -10, EBNA-1 inh -9, LAP4 TOR yeast 104 and AHR activator 16.
Screening CCCCCC(=O)N=Nc1c(O)[nH]c2ccc([N+](=O)[O-])cc12 returned MEP2 TOR yeast 109, proCasp3 act -2, RPL19A-GFP yeast 108, ZTA DNA inh -9, proCasp7 act 3, EBNA-1 inh 6, LAP4 TOR yeast 95 and AHR activator 0.
For C#C[C@]1(O)CC[C@H]2[C@@H]3CCC4=Cc5oncc5C[C@]4(C)[C@H]3CC[C@@]21C the results were MEP2 TOR yeast 96, proCasp3 act 2, RPL19A-GFP yeast 104, ZTA DNA inh 10, proCasp7 act -5, EBNA-1 inh 11, LAP4 TOR yeast 98 and AHR activator 2.
`Cn1cnc([N+](=O)[O-])c1S(=O)(=O)c1cccc(Cl)c1` gave MEP2 TOR yeast 177*, proCasp3 act 5, RPL19A-GFP yeast 96, ZTA DNA inh -6, proCasp7 act -1, EBNA-1 inh 15, LAP4 TOR yeast 110 and AHR activator 1.
CCOC(=O)c1cc([N+](=O)[O-])sc1N was read as MEP2 TOR yeast 101, proCasp3 act -1, RPL19A-GFP yeast 93, ZTA DNA inh 3, proCasp7 act 3, EBNA-1 inh -5, LAP4 TOR yeast 99 and AHR activator 4.
`CC(=O)c1c(C)nc(-c2ccc(Cl)cc2Cl)n1O` gave MEP2 TOR yeast 99, proCasp3 act 4, RPL19A-GFP yeast 93, ZTA DNA inh 18, proCasp7 act 9, EBNA-1 inh 3, LAP4 TOR yeast 117 and AHR activator 4.
Screening Cc1ccc(-c2nc(C#N)c(NCCCn3ccnc3)o2)cc1 returned MEP2 TOR yeast 107, proCasp3 act -2, RPL19A-GFP yeast 101, ZTA DNA inh -8, proCasp7 act 2, EBNA-1 inh 5, LAP4 TOR yeast 102 and AHR activator 124*.
COc1ccc(OC)c(S(=O)(=O)N2CCN(C(=O)NC3CCCCC3)CC2)c1 was read as MEP2 TOR yeast 94, proCasp3 act 5, RPL19A-GFP yeast 98, ZTA DNA inh -16, proCasp7 act 11, LAP4 TOR yeast 90 and AHR activator 0.
Screening Cc1ccc2cccc(S(=O)(=O)N3CCN(c4cccc(Cl)c4)CC3)c2n1 returned MEP2 TOR yeast 108, proCasp3 act 2, RPL19A-GFP yeast 96, ZTA DNA inh -1, proCasp7 act 0, EBNA-1 inh -5, LAP4 TOR yeast 132 and AHR activator -2.
O=C(Cc1ccc(Cl)cc1)NNC(=O)c1ccco1 was read as MEP2 TOR yeast 91, proCasp3 act 3, RPL19A-GFP yeast 93, ZTA DNA inh 1, proCasp7 act -2, EBNA-1 inh -1, LAP4 TOR yeast 94 and AHR activator 1.
For Cc1ccc2c(C)c(C(=O)N(Cc3ccccc3)C3CCS(=O)(=O)C3)oc2c1 (stereo not given) the results were MEP2 TOR yeast 102, proCasp3 act 5, RPL19A-GFP yeast 105, ZTA DNA inh 4, proCasp7 act -1, EBNA-1 inh 6, LAP4 TOR yeast 98 and AHR activator 7.
`CC(=O)Nc1cccc(/C(C)=N/NC(=O)c2ccc(Cl)cc2Cl)c1` gave MEP2 TOR yeast 87, proCasp3 act 4, RPL19A-GFP yeast 97, ZTA DNA inh 3, proCasp7 act 5, EBNA-1 inh 4, LAP4 TOR yeast 71 and AHR activator 2.
COc1ccc(OC)c(C2/C(=C(/O)c3cnn(-c4ccccc4)c3C)C(=O)C(=O)N2CCN(C)C)c1 (stereo not given) was read as MEP2 TOR yeast 93, proCasp3 act -9, RPL19A-GFP yeast 93, ZTA DNA inh 13, proCasp7 act 3, EBNA-1 inh 9, LAP4 TOR yeast 97 and AHR activator 1.
